FAK blocker: FAK kinase inhibitors, primary screen, biochemical; hit rate 0.84% among 97,000; biochemical FAK kinase activity assay; inhibition, %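 (tested at 7 µM)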; Focal adhesion kinase 1 (Homo sapiens), Q05397; in the data active = inhibition above about 19%;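 note: 0% = DMSO and 100% = reference compound high control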
HIV Rev-RRE inh: HIV-1 Rev-RRE binding inhibitors, primary screen, biochemical, FRET, protein-RNA interaction. P05866. Rev peptide-RRE RNA binding. inhibition, % at 8 µM. hit rate 0.79% among 97,000. AID 704, 2007;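 active = inhibition above the screen-wide mean plus 3 SD, cut at about 35% in these data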;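 note: 0% = median DMSO wells and 100% = median Neomycin B control wells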
Target sequence (P05866 whole entry, looked up): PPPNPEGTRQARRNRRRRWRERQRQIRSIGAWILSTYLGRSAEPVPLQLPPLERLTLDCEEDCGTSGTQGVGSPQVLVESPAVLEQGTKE
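System: Cy5-labelled duplex RRE RNA binding fluorescein-labelled HIV Rev peptide; Signal: fluorescein-to-Cy5 FRET, 480 nm excitation; Also added: labelled Rev peptide; Compound: one concentration, 8 µM nominal; Buffer or medium: HEPES pH 7.5 salt buffer with EDTA; Read-out: % inhibition of FRET ratio versus controls; Schedule: 5 min preincubation and 15 min binding, 25 °C.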
ERa coact pot: enhancers of ERα–SRC-1 coactivator binding, primary screen, biochemical, TR-FRET, ERα LBD, low estradiol; Estrogen receptor (Homo sapiens), P03372; coactivator binding (% of control), % at 25.6 µM; TR-FRET ERalpha-LBD/SRC-Cy5 coactivator binding, 2 h; 100 = basal binding, no effect; hit rate 1.3% among 86,000; in the data active = activity above about 200%;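 note: binding measured in presence of low estradiol as agonist stimulus; 0% = peptide alone without receptor and 100% = receptor with peptide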
ERb SRC1 inh: inhibitors of ERβ-SRC1 coactivator interaction, primary screen, biochemical, TR-FRET, ERβ LBD, SRC-1 peptide; Estrogen receptor beta (Homo sapiens), Q92731; TR-FRET ER-beta LBD / SRC1-Cy5 peptide binding; receptor agonist-loaded with 1 µM estradiol; inhibition, % at 25.6 µM; hit rate 1.3% among 86,000; AID 633, 2007;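 active = compounds whose percent inhibition of the receptor-coactivator binding signal exceeds about 50% in the single-dose screen, limit read from the data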;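 note: 0% = receptor plus peptide wells without compound and 100% = peptide-only wells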
ERa coact inh: ERα–SRC-1 coactivator interaction inhibitors, primary screen, biochemical, TR-FRET, ERα LBD, estradiol-bound | hit rate 1.7% among 86,000 | inhibition, % at 25.6 µM | TR-FRET ER-alpha LBD / SRC-1 peptide; in the data active = inhibition above about 50%;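 note: 0% = receptor plus peptide control and 100% = peptide only without receptor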
CD11b adhes enh: enhancers of CD11b/CD18 adhesion to fibrinogen, primary screen, K562 cells, luminescence; ATPlite luminescence; Integrin beta-2 (Homo sapiens) + Integrin alpha-M (Homo sapiens), P05107+P11215; hit rate 0.07% among 93,000; activation, % at 10 µM; AID 1499, 2009;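 active = 10 µM primary screen giving 50% or more activity, confirmed by 40% or more on retest at that dose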; note: strong numbers were not always called active
PLK1 inh: human PLK1 kinase inhibitors, primary screen, biochemical, TR-FRET | inhibition, % at 10 µM | recombinant PLK1 kinase, TR-FRET peptide phosphorylation | hit rate 0.53% among 97,000 | Serine/threonine-protein kinase PLK1 (Homo sapiens), P53350 | AID 619, 2007;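 active = inhibition of 50% or more in the single-concentration screen; inactive = inhibition below 50%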;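 note: 0% = DMSO max control and 100% = H-89 dihydrochloride min control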
Target sequence (P53350 whole entry, looked up): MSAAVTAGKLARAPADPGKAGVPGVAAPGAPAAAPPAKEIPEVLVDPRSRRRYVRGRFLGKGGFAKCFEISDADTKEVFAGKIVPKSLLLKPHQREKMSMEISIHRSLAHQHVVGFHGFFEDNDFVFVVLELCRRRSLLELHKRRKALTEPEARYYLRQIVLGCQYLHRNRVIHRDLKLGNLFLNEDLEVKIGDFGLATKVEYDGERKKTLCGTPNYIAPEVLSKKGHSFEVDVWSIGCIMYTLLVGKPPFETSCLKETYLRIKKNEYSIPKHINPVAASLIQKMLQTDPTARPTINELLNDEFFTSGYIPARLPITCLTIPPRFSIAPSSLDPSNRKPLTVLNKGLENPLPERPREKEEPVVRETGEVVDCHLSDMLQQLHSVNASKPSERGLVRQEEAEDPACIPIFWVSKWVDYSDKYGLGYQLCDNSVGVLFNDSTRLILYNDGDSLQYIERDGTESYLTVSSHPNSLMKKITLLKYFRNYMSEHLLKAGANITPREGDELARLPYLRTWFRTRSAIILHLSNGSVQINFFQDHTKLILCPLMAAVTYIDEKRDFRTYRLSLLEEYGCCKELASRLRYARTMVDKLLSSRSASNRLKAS
PLK1 PBD inh: Plk1 polo box domain binding inhibitors, primary screen, biochemical, fluorescence polarization; Serine/threonine-protein kinase PLK1 (Homo sapiens), P53350; Plk1 PBD phosphopeptide binding; inhibition, %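 (tested at about 20 µM)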; hit rate 0.13% among 97,000; in the data active = inhibition above about 34%, passing the limit was not always enough
Mac1 fbg inh: inhibitors of CD11b/CD18 adhesion to fibrinogen, primary screen, K562 cells, luminescence | Integrin beta-2 (Homo sapiens) + Integrin alpha-M (Homo sapiens), P05107+P11215 | ATPlite luminescence; Mn2+ added to activate the integrin | inhibition, % at 10 µM | hit rate 0.54% among 93,000;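 active = primary inhibition of 50% or more at 10 µM, then 40% or more on retest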; note: some results filed as inactive read as strong as hits
Active calls of the source: *; . = not tested or not shown; [ ] = dose if it differs, or a comment.

SMILES	FAK blocker	HIV Rev-RRE inh	ERa coact pot	ERb SRC1 inh	ERa coact inh	CD11b adhes enh	PLK1 inh	PLK1 PBD inh	Mac1 fbg inh
S=C(c1ccc[nH]1)N1CCOCC1	2	3	115	-11	-23	.	-6	-15	.
Nc1ccc2nn(-c3cccc4ccccc34)nc2c1	3	7	.	.	.	.	-5	-17	.
O=C(Nc1sc2c(c1C(=O)O)CCCC2)c1cccs1	-5	7	72[fluorescence artefact?]	28	15	0	-2	-6	-13
Cn1cc(Cl)c(C(=O)N(Cc2ccccc2)c2ccccn2)n1	.	.	97	-16	5	-2	.	.	-30
COc1cccc(S(=O)(=O)NCc2ccc(C(=O)Nc3ccc(Cl)c(Cl)c3)cc2)c1	0	2	.	.	.	6	-3	-9	65
O=C(COC(=O)c1cccs1)NCc1ccc2c(c1)OCO2	.	.	103[fluorescence artefact?]	7[fluorescence artefact?]	19[fluorescence artefact?]	0	.	.	8
Cc1ccc2cc(C)c(NCCO)nc2c1	1	9	96[fluorescence artefact?]	3	5	0	0	-7	9
COc1ccc(CC(=O)Nc2c3c(nn2-c2cccc(Cl)c2)CS(=O)(=O)C3)cc1	9	5	93	-7	0	0	-1	10	-8
O=C(/C=C/c1cccc(Cl)c1)NCc1cccs1	-3	5	.	.	.	1	-3	13	5
CC(=O)c1cc2c(O)c(O)ccc2o1	-3	8	109	12	0	-5	12	-14	-10
COC(=O)c1cc(NCc2c(F)cccc2Cl)ccc1N1CCOCC1	-2	5	.	.	.	-7	-4	-1	42
C=CCn1c(=O)/c(=C/c2ccc(C)o2)s/c1=C(/C#N)C(=O)c1ccccc1	-5	118*[fluorescence artefact?]	85[fluorescence artefact?]	25	12[fluorescence artefact?]	-2	-12	-71	-12
CCOc1ccccc1-c1nc(SCC(=O)O)n[nH]1	0	12	118	2[fluorescence artefact?]	10[fluorescence artefact?]	4	-3	-5	1
Cc1ccc2nc(-c3cccc(N)c3)oc2c1	2	-3	88[fluorescence artefact?]	-1	0	-3	-3	-40	59*
COc1ccc(Cn2c(SC)nc3ccccc32)cc1[N+](=O)[O-]	-3	7	.	.	.	4	-11	18	-5
Cc1ccc(C)c(N2CCN(C(=O)C3CCN(c4nc(C)cc(C)n4)CC3)CC2)c1	1	-1	101	-7	1	-2	-16	-18	3
CCCCc1c(O)c2ccccc2[nH]c1=O	2	1	109	2	15	-5	-3	-3	-23
O=S(=O)(/N=C(/Nc1ccccn1)c1ccccc1)c1ccccc1	-1	5	.	.	.	.	0	11	.
NS(=O)(=O)c1ccc(NC(=O)c2ccccc2Cl)cc1	0	3	115	-3[fluorescence artefact?]	-3[fluorescence artefact?]	-4	-7	-18	-6
CCOc1ccc(NC(=S)N(Cc2ccc(Cl)cc2)Cc2ccco2)cc1	3	4	.	.	.	4	-9	3	1
CC(NC(=O)C1CCCCC1)C(=O)NC1=NCCS1 (stereo not drawn)	-2	3	102	1[fluorescence artefact?]	4[fluorescence artefact?]	-1	-13	7	5
CSc1ccc(S(=O)(=O)NCc2ccc(Cl)cc2)cc1	-2	4	85	-19	-15	4	-7	1	-22
O=C(O)CSc1nnc(-c2ccc3c(c2)OCO3)o1	1	7	104	-7[fluorescence artefact?]	14	-1	0	-7	-1
O=C1c2ccccc2NC(c2cccc(Cl)c2)N1N=C1CCCCCC1 (stereo not drawn)	5	11	.	.	.	.	-12	1	.
Cc1cc(C)cc(OCC(=O)OCCN2C(=O)c3ccccc3C2=O)c1	0	8	101	-6[fluorescence artefact?]	2[fluorescence artefact?]	5	-8	-10	-32
SMILES	FAK blocker	HIV Rev-RRE inh	ERa coact pot	ERb SRC1 inh	ERa coact inh	CD11b adhes enh	PLK1 inh	PLK1 PBD inh	Mac1 fbg inh
Cn1c(N)c(C(=O)COC(=O)CCc2c[nH]c3ccccc23)c(=O)n(C)c1=O	-2	5	.	.	.	-4	-2	-8	7
O=C(CCc1nc(-c2ccccc2F)no1)NCCN1CCN(Cc2ccccc2)CC1	-1	5	112[fluorescence artefact?]	-8	-5	-3	-15	9	-1
c1ccc(CNc2ncnc3ccccc23)cc1	.	.	121	2	5	-4	.	.	66*
CN(CC(CC(=O)Nc1nncs1)c1ccccc1)S(=O)(=O)c1ccccc1 (stereo not drawn)	-2	5	81	-6	10	-1	1	-47	-10
CC1(C(=O)CSc2nc3ccccc3[nH]2)CCC(=O)O1 (stereo not drawn)	0	3	.	.	.	.	-10	6	.
CCCN(CCC)CCNC(=O)Cn1cnc2sc(C)c(S(=O)(=O)N3CCOCC3)c2c1=O	7	6	112	-6	3[fluorescence artefact?]	.	-17	-23	.
Cc1cc(NS(=O)(=O)c2ccccc2)no1	3	10	122	-2	-5	-4	-5	-33	-6
COc1ccc(S(=O)(=O)N2CCN(Cc3ccccc3)CC2)cc1	8	12	109	-6	1	-4	1	-5	17
CC(=O)Nc1cccc(OCC(O)Cn2c(C)nc3ccccc32)c1 (stereo not drawn)	0	1	121	-5	-1[fluorescence artefact?]	.	-14	4	.
CCn1c(COc2ccccc2C)nnc1SCC(=O)CC(=O)Nc1ccccc1	0	1	109	-10[fluorescence artefact?]	8	3	-4	-3	-15
Cc1noc(C)c1COC(=O)COc1cccc2c1OC(C)(C)C2	-1	2	114	-6[fluorescence artefact?]	-2	-2	-9	6	-3
C=CCn1c(-c2cc(OC)cc(OC)c2)n[nH]c1=S	0	3	98	-1	-4	0	2	-22	0
CSc1cccc(NC(=O)c2nnn(Cc3ccccc3)c2N)c1	-7	0	99	8	7	2	-1	-14	-12
CSc1ccc(S(=O)(=O)NCc2ccccc2Cl)cc1	-1	6	104	-5	4	3	-7	-9	8
CCOc1ccc2oc(-c3ccccc3)c(C(=O)O)c2c1	-2	9	102	-6	-7	0	-12	2	-13
Clc1ccc(-c2nn3c(C4COc5ccccc5O4)nnc3s2)cc1 (stereo not drawn)	-4	7	72	-17	-12	-1	9	12	-11
COc1ccc(/C=N/NC(=O)CCc2c(C)n[nH]c2C)cc1O	-1	1	106	-3	-10	-4	0	-23	-14
CCCCC(=O)Nc1nc(C)c(-c2csc(Nc3cc(OC)ccc3OC)n2)s1	6	3	.	.	.	28	-2	-21	15
CCOC(=O)c1nnn(-c2nc(N3CCCC3)nc(N3CCCC3)n2)c1-c1ccccc1	2	9	108	-1	-4	1	-8	-9	3
COc1cccc(NC=C2C(=O)OC3(CCCCC3)OC2=O)c1	.	.	109	-6	-10	-7	.	.	-6
O=C(Cn1cc2c(n1)CCCCC2)NC1CCN(Cc2ccccc2)CC1	.	.	139	0	-5	2	-14	17	-2
COc1ccccc1-c1c(C)c(C)nc(N)c1C#N	-5	6	161[fluorescence artefact?]	-20	-12	-1	4	-2	-3
Cc1cc2nc(C)n(CCCNC(=O)Nc3ccccc3)c2cc1C	1	9	105	-12	-6	0	-2	16	6
OCCN1CCN(c2nc(N3CCCCC3)nc(N3CCCCC3)n2)CC1	-3	2	.	.	.	6	-11	-1	12
CC(=O)c1cccc(NC(=O)C2CC(=O)N(c3cccc(C)c3C)C2)c1 (stereo not drawn)	1	1	.	.	.	2	-11	2	-1
SMILES	FAK blocker	HIV Rev-RRE inh	ERa coact pot	ERb SRC1 inh	ERa coact inh	CD11b adhes enh	PLK1 inh	PLK1 PBD inh	Mac1 fbg inh
Cc1ccc(S(=O)(=O)N/N=C\c2cc3c(cc2[N+](=O)[O-])OCO3)cc1	3	6	.	.	.	0	-3	11	-51
Cc1noc(C)c1COc1ccc(C(=O)OCC(=O)Nc2ccc3c(c2)OCO3)cc1	-2	12	110	-7	-7	10	-5	-17	10
C/C(CC(=O)Nc1ccccn1)=N\NC(=O)C(=O)Nc1ccccc1C	-2	6	.	.	.	5	-3	11	1
CC(C)C(=O)Nc1sc2c(c1C#N)CCCCC2	0	8	97	-14	-30	.	-8	2	.
CCCn1c(=O)c(C(=O)Nc2cnccn2)c(O)c2ccccc21	.	.	109	-2	6	-1	.	.	-3
COc1ccc(OC)c(/C=C/C(=O)c2ccc(Cl)cc2)c1	5	24	.	.	.	8	-17	-5	16
CCCn1c(N)c(N2CCCCC2)c(=O)n(CC(=O)Nc2ccccc2C)c1=O	1	-1	113	-15	-2	3	-7	8	19
CCC(C)Oc1cccc(OCCCCN2C(=O)NC(C)(C)C2=O)c1 (stereo not drawn)	-1	5	98	0	7	.	-13	-13	.
O=C(Nc1ccc2nc(-c3cccs3)c(-c3cccs3)nc2c1)N1CCOCC1	1	19	66[fluorescence artefact?]	7	6[fluorescence artefact?]	.	-14	14	.
Oc1ccc2oc3c(c2c1)CCCC3	7	0	58	10	5	.	0	-1	.
COC(=O)c1cc2oc3ccccc3c2n1CC(=O)Nc1ccccc1OC	-8	-4	108	-3[fluorescence artefact?]	13[fluorescence artefact?]	-4	-21	-18	-14
CCC(NC(=O)C1CCC1)c1ccc(C)cc1 (stereo not drawn)	0	23	101	-9	-11	.	1	5	.
Cc1ccc(Cn2ccc(NC(=O)c3cc(-c4ccc(Br)cc4)on3)n2)cc1	-4	2	111[fluorescence artefact?]	-3[fluorescence artefact?]	2[fluorescence artefact?]	5	7	-7	11
CCOC(=O)N1CCN(C(=O)/C(=C/c2ccc(OC)cc2)NC(=O)c2ccccc2)CC1	1	0	.	.	.	0	-14	0	-10
CCOc1cc(/C=N/n2cnnc2)c(Br)cc1O	7	9	61[fluorescence artefact?]	40[fluorescence artefact?]	25[fluorescence artefact?]	.	-10	-2	.
Cc1ccc(Sc2cc(Cl)nc(N)n2)cc1	0	4	.	.	.	-4	-13	-16	15
COc1ccc2c(c1)cc(C)c1nnc(SCC(=O)N3CCN(C(=O)c4ccco4)CC3)n12	.	.	101	-4	0	-1	.	.	-14
COc1ccc(CSc2nnnn2C)cc1[N+](=O)[O-]	3	5	.	.	.	2	-8	-18	-4
Cc1ccc(C(=O)NCc2cccs2)cc1S(=O)(=O)N1CCCCC1	.	.	116	9	4	1	.	.	1
O=C(Nc1c(C(=O)Nc2cccc3ccccc23)cnn1-c1ccccc1)c1ccco1	0	-2	86	-10	-7	.	-19	21	.
Cc1cc(OCC(=O)Nc2ccc(OCc3ccccc3)cc2)nc(C(C)C)n1	2	12	.	.	.	-7	-9	22	-4

4 compounds drawn at random from those above:
SMILES	FAK blocker	HIV Rev-RRE inh	ERa coact pot	ERb SRC1 inh	ERa coact inh	CD11b adhes enh	PLK1 inh	PLK1 PBD inh	Mac1 fbg inh
CCCn1c(=O)c(C(=O)Nc2cnccn2)c(O)c2ccccc21	.	.	109	-2	6	-1	.	.	-3
COc1ccc2c(c1)cc(C)c1nnc(SCC(=O)N3CCN(C(=O)c4ccco4)CC3)n12	.	.	101	-4	0	-1	.	.	-14
CCC(NC(=O)C1CCC1)c1ccc(C)cc1 (stereo not drawn)	0	23	101	-9	-11	.	1	5	.
C/C(CC(=O)Nc1ccccn1)=N\NC(=O)C(=O)Nc1ccccc1C	-2	6	.	.	.	5	-3	11	1

Compound activity: PubChem BioAssay, several laboratories
